Cneo AK release = Cryptococcus neoformans lysis via adenylate kinase release. C. neoformans lysis, adenylate kinase release luminescence, 4 h; normalised: neutral wells 0, clomiphene wells 100. lysis activity, % at 15 µM. hit rate 0.2% among 360,000. AID 651654;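 active = mean lysis activity across replicates of at least 80%, whatever share of replicates individually reach that level; inactive = mean lysis activity below 80%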
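Assay system: Cryptococcus neoformans yeast cells / Dosing: single-point compound dose / Timing: 4 h at 37 °C static, read 1 h later / Measured by: luminescence of released adenylate kinase using an AK detection reagent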
miR122 inh = miR-122 inhibition in Huh7 cells; hit rate 0.3% among 340,000; AID 602342; Huh7 miR-122 Renilla luciferase sensor, 48 h; neutral wells = 0, positive control = 100; activation (reporter increase), % at 12.5 µM;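 active = mean replicate activation score at least 90 and every replicate individually at or above 90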;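 note: higher luciferase means less miR-122 activity so hits act as miR-122 inhibitors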
EWS-Fli inh = EWS/Fli transcriptional activity inhibition; A673 NR0B1-luciferase reporter, viability-normalised; inhibition, % at 12.6 µM; hit rate 0.67% among 350,000; AID 651661;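 active = mean inhibition of at least 50% after viability correction, with every replicate also passing that limit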;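 note: firefly luciferase signal divided by Alamar Blue viability fluorescence both relative to DMSO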
PGC1a acetyl inh = PGC1a acetylation modulation, inhibitor mode. hit rate 0.17% among 350,000. inhibition, % at 15.6 µM. U2OS PGC1a acetylation, AlphaScreen anti-acetyl-lysine; with virally co-expressed GCN5 acetyltransferase;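 active = every replicate shows inhibition of at least 40%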;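 note: 0% = neutral control wells and 100% = positive control wells; some results beyond the cut were filed as inactive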
LGR2 antag = blocks bursicon-induced cAMP signaling via Drosophila LGR2; HEK293 LGR2, CRE-luciferase, bursicon-stimulated, 4 h; hit rate 0.35% among 380,000; inhibition, % at 9.99 µM;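 active = drop in luminescence signal, shown as inhibition above about 50% in the replicate tests, limit read from the data, passing the limit was not always enough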;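 note: agonist challenge used bursicon conditioned medium at about half maximal strength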
FN deposit inh = fibronectin deposition inhibition; AH1F fibroblasts, Alexa488-fibronectin deposition fluorescence, overnight; hit rate 0.086% among 350,000; inhibition, % at 12.6 µM;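 active = mean inhibition across replicates of 30% or more, regardless of how many single replicates reach that level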;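 note: positive control wells lacked labelled fibronectin entirely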
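Assay system: AH1F fibroblasts assembling fluorescent fibronectin matrix; Amount: 10000 AH1F cells per well; Buffer or medium: DMEM, 2% serum; Probe or stimulus: Alexa488-fibronectin, 24 nM final in well; Doses: single compound dose, delivered by pin transfer; Incubation: 1 h adhesion, overnight exposure; Measured by: fluorescence 485/525 nm; Read-out: fibronectin deposition inhibition.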
PAX8 reporter = lowers PAX8-driven luciferase in RMG-I cells; hit rate 1.2% among 360,000; inhibition, % at 12.6 µM; RMG-I TPO-luciferase reporter, SteadyGlo, 24 h; AID 652154;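 active = mean replicate inhibition at least 60% with every replicate also reaching 60%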;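 note: luciferase light reporting Pax8 driven TPO promoter activity; plate controls were median of neutral control wells for no effect and mitoxantrone controls for full effect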
Casp6 inh = blocks human caspase-6 cleavage activity; hit rate 0.53% among 350,000; inhibition, % at 12.5 µM; purified caspase-6, Z-VEID-R110 cleavage fluorescence; P55212;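 active = mean inhibition across replicates at least about 35%, with every replicate also reaching that limit, limit read from the data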;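 note: 0% = median of neutral control wells and 100% = no fluorescence left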
Target sequence (P55212 24-179 limits assumed): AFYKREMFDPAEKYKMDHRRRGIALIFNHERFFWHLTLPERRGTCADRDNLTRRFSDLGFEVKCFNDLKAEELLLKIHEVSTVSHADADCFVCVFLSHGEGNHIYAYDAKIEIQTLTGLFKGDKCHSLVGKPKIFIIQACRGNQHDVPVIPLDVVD
Target sequence (P55212 194-293 limits assumed): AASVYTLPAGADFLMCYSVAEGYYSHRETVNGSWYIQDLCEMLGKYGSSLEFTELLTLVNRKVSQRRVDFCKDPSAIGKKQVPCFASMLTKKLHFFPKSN
The depositor's hits bear a star; nt = not tested or not shown; & = joins results of further samples; [ ] = remark or other dose. This is a random part of the collection; about 2.5% have a hit in one of these screens.

Molecule	Cneo AK release	miR122 inh	EWS-Fli inh	PGC1a acetyl inh	LGR2 antag	FN deposit inh	PAX8 reporter	Casp6 inh
N#Cc1ccc(-c2ccc(F)cc2)nc1SCC(=O)Nc1sc2c(c1C#N)CCC2	0	15	nt	-46	nt	-4	nt	nt
COc1ccc(/C=N/Nc2ncnc(Cl)c2N)cc1OC	-1	4	-14	-2	-6	-1	-5	1
CO[C@H]1CN(C)C(=O)c2ccc(NC(C)=O)cc2OC[C@@H](C)N(CCc2ccccc2)C[C@H]1C	4	9[16.7 µM]	5	2	-6	-12	nt	nt
COc1cc(N)c(C(O)c2nccc3cc(OC)c(OC)cc23)cc1OC (stereo unspecified)	-2	-15	-50	-1	-12	2	3	9
C[C@H](CO)N1C[C@H](C)[C@H](CN(C)S(C)(=O)=O)Oc2c(NS(=O)(=O)c3ccc(F)cc3)cccc2C1=O	-1	2[16.7 µM]	-5	-2	-11	nt	nt	3
O=C(O)CC(CCc1ccccc1)OC1OC(CO)C(O)C(O)C1O (stereo unspecified)	-1	-2	-2	2	12	nt	nt	71*
Cc1cc2c(c(=O)n1CCc1ccccc1)C(c1ccco1)C(C#N)=C(N)O2 (stereo unspecified)	1	1	nt	0	nt	1	nt	nt
COCC#Cc1ccc([C@@H]2[C@H](CO)N3C(=O)CN(C(=O)C4CCOCC4)C[C@@H]23)cc1	nt	nt	-6	5	2	nt	4	0
CCC(=O)N(C)C[C@@H]1Oc2ncc(C#CCc3ccccc3)cc2C(=O)N([C@@H](C)CO)C[C@H]1C	2	-5[16.7 µM]	-2	-3	-2	nt	nt	1
C[C@H](CO)N1C[C@H](C)[C@H](CN(C)C(=O)Nc2ccccc2)Oc2c(NC(=O)c3ccncc3)cccc2C1=O	1	-4[16.7 µM]	7	-6	4	nt	-8	4
CCc1c(C(=O)NNC(=S)NC2CCCCC2)csc1C	4	-8	24	-5	-19	8	-23	1
O=C(NNc1nc2c(F)cc(F)cc2s1)C1COc2ccccc2O1 (stereo unspecified)	nt	nt	2	-1	14	-1	4	2
COc1ccc(NC(=O)C/C(C)=N/NC(=O)C(=O)NC2CCCCC2)c(OC)c1	-2	3	-9	-8	nt	-8	-7	6
CCOc1ccc(-n2c(=O)c3sccc3n(CC(=O)NCc3ccco3)c2=O)cc1	-1	-7	nt	-70	4	-3	nt	nt
Cc1ccc(NC(=O)COc2ccc(-c3nnco3)cc2)cc1S(=O)(=O)N1CCOCC1	nt	3	-3	3	25	-6	7	-10
CC(C)(C)OC(=O)C(C1NC(C(=O)O)C(C)(C)S1)N1C(=O)c2ccccc2C1=O (stereo unspecified)	0	-6	4	7	7	nt	-9	-2
O=c1[nH]cnc2c1ncn2-c1ccc(Cl)cc1	nt	4	6	17	1	1	-7	0
Cc1ccc(NC(=O)CCNS(=O)(=O)c2ccc3[nH]c(=O)oc3c2)cc1F	1	-3	nt	-4	-10	4	14	2
N#C/C(=C\c1ccc2c(c1)OCO2)C(N)=S	1	-4	1	2	-4	-4	-2	-1
Cc1cccn2cc(CCNC(=O)c3ccco3)nc12	3	nt	-23	nt	-10	-6	-36	-1
CC1=CC2=C(C=O)C(=O)C(C)(O)C(O)C2=CO1 (stereo unspecified)	1	1	-1	18	nt	12	8	1
Cc1ccc2c(c1)/C(=C/c1ccccc1C)C(=O)N2	-1	12	-12	7	-11	10	20	nt
CCc1nc2ccc(C(=O)N(CC)CCN(C)C)cn2c1N(C)C(=O)c1cccc(OC)c1	-1	-3	3	-12	15	-1	-9	-12
C[C@H]1CN([C@@H](C)CO)C(=O)c2cc(NC(=O)c3ccncc3)ccc2O[C@@H]1CN(C)C(=O)NC1CCCCC1	-2	-3[16.7 µM]	-10	-7	15	nt	1	-2
CN1C(=O)c2cc(NS(C)(=O)=O)ccc2OC[C@H]2O[C@H](CC(=O)NCc3ccccc3)CC[C@@H]21	-2	-5[16.7 µM]	-2	4	2	-9	5	-1
Cn1c(=O)c(-c2cc(=O)[nH][nH]2)c(O)c2ccccc21	nt	-1	9	1	12	-8	23	1
CCOC(=O)c1ccc2c(c1)n(CCO)c(C)[n+]2CC	17	-4	nt	-9	nt	-3	-27	nt
Nc1cc([N+](=O)[O-])ccc1O	nt	nt	0	nt	12	5	-8	22
CC1(C(=O)NS(=O)(=O)C2CC2)CCN(C(=O)c2ccccc2F)C1 (stereo unspecified)	1	5	-1	-3	-20	4	-7	1
COc1ccc(CCNC(=O)CSc2cccc3cccnc23)cc1OC	-2	3	-1	10	-37	-8	13	4
CCOC(=O)c1c(NC(=O)C(=O)N/N=C/c2ccccc2O)sc2c1CCCCC2	-2	-3	18	4	1	1	55	2
Cc1ccc(S(=O)(=O)N2CCC(N3CCCCCC3)CC2)cc1	0	6	nt	nt	nt	6	5	nt
O=C(c1ccccc1)n1nc(-c2ccccc2)nc1NCc1ccco1	-2	2	-39	2	-21	-7	-54	1
CC(C)C(NC(=O)C1(NC(=O)OCc2ccccc2)CCCC1)C(=O)O (stereo unspecified)	1	1	-2	-3	5	4	5	-4
O=C(Cc1ccccn1)N[C@H]1CC[C@H](CCn2cc(-c3ccccc3)nn2)O[C@@H]1CO	-12	-1[16.7 µM]	-6	-76	-1	nt	79*	-1
CN1CCN(c2ccc(CNS(=O)(=O)Cc3ccc(Cl)cc3)cc2)CC1	nt	nt	1	-3	3	10	-8	-20
Cc1cc(C(=O)COC(=O)c2cc(Cl)c(O)c(Cl)c2)c(C)n1C	-1	-9	-14	4	nt	1	-5	58*
COc1ccc(CN2C(=O)C(CC(=O)NC3CCCCC3)CC(C(=O)N(C)C)=C2C)cc1 (stereo unspecified)	0	-1	1	nt	-7	-5	-20	-3
CCCc1cn(CC[C@@H]2CC[C@@H](NC(=O)C3CCCC3)[C@H](CO)O2)nn1	-2	-9[16.7 µM]	2	6	3	-5	3	-4
CC1CC(C)CN(CC(=O)c2cccs2)C1 (stereo unspecified)	2	-1	14	2	3	-4	9	4
O=C(Cn1nc(-c2ccc(Cl)cc2)ccc1=O)NCC1COCCO1 (stereo unspecified)	-4	-2	4	2	2	1	0	3
Cc1nn(Cc2c(F)c(F)c(F)c(F)c2F)c(C)c1NC(=O)c1nn(C)cc1Br	5	nt	nt	nt	7	nt	11	-1
COc1ccc2[nH]c(=O)c(CN(Cc3nnnn3Cc3ccco3)C3CCCCC3)cc2c1	-2	0	nt	9	-5	nt	nt	nt
N#C[C@H]1[C@H](c2ccccc2)[C@H](CO)N1S(=O)(=O)c1ccc(-c2ccccc2)cc1	-2	nt	4	-9	-4	9	-10	-3
COc1cc(O)c(C(CCN2CCOCC2)c2cc(OC)c(OC)c(OC)c2)c(OC)c1 (stereo unspecified)	-3	-2	0	7	7	2	9	-3
COc1cccc(CC(=O)NNC(=O)CN(C)S(=O)(=O)c2ccc(C)cc2)c1	-2	-2	0	-3	6	-4	18	0
COc1ccc(-c2c3c(=O)n(C)c(=O)n(C)c3cn2C2CCCCC2)cc1	0	-8	nt	-7	-7	4&6	nt	0
C[C@H]1CN([C@@H](C)CO)C(=O)c2cc(Br)cnc2O[C@@H]1CN(C)C(=O)c1ccccn1	2	3[16.7 µM]	5	-2	2	-6	-6	1
CC1CCN(CCCOc2ccc(Cl)cc2Br)CC1	9	-2	-17	-3	-24	-10	-24	-9
Cc1ccc(S(=O)(=O)Nc2ccccc2F)cc1C(=O)N1CCCC1	-1	0	6	-8	7	-1	-5	2
C[C@@H]1CN([C@@H](C)CO)C(=O)c2cc(C#CC3(O)CCCC3)cnc2O[C@H]1CN(C)Cc1cccnc1	1	-3[16.7 µM]	3	9	-21	2	nt	0
N#Cc1ccccc1S(=O)(=O)N1CCN(C(=O)c2cn(-c3ccccc3)nc2-c2cccnc2)CC1	0	nt	-14	7	-22	1	10	2
CC1CCN(Cc2c(C(=O)N/N=C/c3ccc(C(C)C)cc3)nnn2-c2nonc2N)CC1	0	-5	17	nt	14	3	-8	-3
CCCN=Cc1ccc(O)cc1	nt	1	3	5	-3	-4	-4	-1
O=C(NCc1ccc2c(c1)OCO2)c1ccc2c(=O)n(C3CCCC3)c(=O)[nH]c2c1	-1	-1	nt	7	nt	-5	23	nt
COc1cc(C(=O)NCC2CCCO2)ccc1OCc1ccc(Cl)cc1 (stereo unspecified)	-1	nt	-21	nt	9	-3	-37	-1

Next part:
Molecule	Cneo AK release	miR122 inh	EWS-Fli inh	PGC1a acetyl inh	LGR2 antag	FN deposit inh	PAX8 reporter	Casp6 inh
CC1CCCC(C)N1CCCNC(=O)c1csc2c1CCCCC2 (stereo unspecified)	-1	3	nt	-12	3	-6	-14	-22
COc1ccc(S(=O)(=O)N2C3CCC2CC(NC(=O)NC2CCCCC2)C3)cc1 (stereo unspecified)	0	-4	-18	7	-5	nt	nt	0
C[C@H](CO)N1C[C@H](C)[C@@H](CN(C)Cc2ccc(C(=O)Nc3ccccc3N)cc2)Oc2ccc(NS(=O)(=O)c3cn(C)cn3)cc2CC1=O	nt	nt	-4	-7	-5	-15	8	-1
C/C=C/c1ccc([C@H]2[C@@H](CO)N(C(=O)Cc3ccccn3)[C@H]2C#N)cc1	1	nt	-8	1	6	0	10	-1
CC1CCCN(C(=O)NC2CC(=O)N(c3ccc4c(c3)OCCO4)C2)C1 (stereo unspecified)	-1	-9	-33	20	15	-9	-11	2
Cc1ccc(C(=O)NCC(c2ccco2)N2CCCCC2)s1 (stereo unspecified)	2	0	7	-2	0	2	-5	-6
C[C@H](CO)N1C[C@H](C)[C@@H](CN(C)Cc2ccc(C(F)(F)F)cc2)OCCCC[C@H](C)Oc2ccc(NC(=O)Nc3ccccc3)cc2C1=O	-2	2[16.7 µM]	11	14	10	-6	52	nt
COc1ccc2c3c([nH]c2c1)[C@@H](CO)N(Cc1cc(F)ccc1F)CC31CCN(C(=O)CN(C)C)CC1	nt	nt	19	1	0	-2	4	nt
CCCNC(=O)[C@@H]1[C@@H](CO)[C@@H]2Cn3c(ccc(-c4ccc(OC)cc4)c3=O)[C@H]1N2CC	nt	nt	-1	0	-7	nt	nt	1
Nc1ccccc1C(=O)N1CCCC1	-1	1	-6	-8	12	10	19	2
COCCCn1c(C)nnc1SCc1ccc(C(C)(C)C)cc1	nt	nt	7	nt	-7	10	-5	0
COC(=O)c1[nH]c2ccc(C)cc2c1NC(=O)CN1CCCc2ccccc21	nt	4	nt	-7	nt	-6	12	nt
CCCCN(C)c1c(C)nc2ccc(C(=O)NCCc3c[nH]c4ccccc34)cn12	-1	1	31	5	-4	5	7	0
CC(C)NC(=O)N(C)C[C@H]1Oc2c(NS(C)(=O)=O)cccc2C(=O)N([C@@H](C)CO)C[C@H]1C	5	-1[16.7 µM]	-2	3	-18	-1	-2	-1
CC(=O)Nc1ccc(S(=O)(=O)NNC(=O)CCC(=O)NCc2ccccc2)cc1	-1	-4	2	8	-5	0	-11	2
O=C(Nc1cccc(F)c1)c1c(F)c(F)c(F)c(F)c1F	4	10	nt	-6	nt	1	nt	nt

Entries of single compounds, quoted from the list. Order of screens: Cneo AK release	miR122 inh	EWS-Fli inh	PGC1a acetyl inh	LGR2 antag	FN deposit inh	PAX8 reporter	Casp6 inh
Listed for CCCCN(C)c1c(C)nc2ccc(C(=O)NCCc3c[nH]c4ccccc34)cn12 → -1	1	31	5	-4	5	7	0
Listed for Nc1ccccc1C(=O)N1CCCC1 → -1	1	-6	-8	12	10	19	2
